CHRM5 agonist: agonists of human muscarinic M5 receptor (CHRM5). activation, % at 3 µM. CHO-K1 hM5 cells, Fluo-8 calcium fluorescence; 0% DMSO wells, 100% maximal acetylcholine response. P08912. hit rate 0.19% among 360,000;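 active = activation above the run's mean over test compounds plus 3 SD, cut at about 23% in these data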;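 note: signal is peak over basal fluorescence ratio across the kinetic read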
Target sequence (P08912 whole entry, looked up): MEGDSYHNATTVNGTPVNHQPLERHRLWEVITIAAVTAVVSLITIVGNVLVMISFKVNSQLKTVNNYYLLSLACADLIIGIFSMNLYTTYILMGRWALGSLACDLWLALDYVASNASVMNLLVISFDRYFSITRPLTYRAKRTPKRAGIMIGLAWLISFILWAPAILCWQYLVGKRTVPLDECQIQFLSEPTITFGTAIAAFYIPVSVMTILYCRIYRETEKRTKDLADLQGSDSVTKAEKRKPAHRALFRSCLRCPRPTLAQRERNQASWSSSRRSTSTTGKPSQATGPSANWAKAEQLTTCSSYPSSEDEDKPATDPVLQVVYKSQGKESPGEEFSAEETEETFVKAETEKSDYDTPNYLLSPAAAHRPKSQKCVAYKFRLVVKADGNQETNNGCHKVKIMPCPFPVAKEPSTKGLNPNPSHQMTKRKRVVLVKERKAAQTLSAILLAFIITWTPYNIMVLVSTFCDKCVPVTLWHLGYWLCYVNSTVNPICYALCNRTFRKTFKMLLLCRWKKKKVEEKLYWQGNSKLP
M5 PAM: potentiates acetylcholine response at human M5 receptor; CHO-K1 hM5, Fluo-8 calcium, ACh EC20 PAM; 0% = ACh EC20, 100% = ACh EC100; hit rate 0.3% among 360,000; activation, % at 3 µM;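 active = activation above the run cutoff, the mean activation of all test compounds plus 3 SD, cut at about 18% in these data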
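Measured by: Fluo-8 calcium fluorescence; material: human M5 receptor in CHO-K1 cells; schedule: Post-acetylcholine fluorescence recording 140 s; benchmarks: low control EC20 acetylcholine (0%), high control EC100 acetylcholine (100%); read-out: Max/basal fluorescence ratio as % of EC20–EC100 ACh window; compound: single dose, 3 µM nominal final test concentration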
CHRM5 antagonist: blocks acetylcholine activation of human M5 receptor; CHO-hM5 cells, Fluo-8 calcium fluorescence, ACh EC80; inhibition, % at 3 µM; hit rate 0.59% among 360,000; AID 624040;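 active = inhibition above a per-plate cutoff, the mean of that plate's test compounds plus 3 SD, cut at about 27% in these data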;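 note: 0% = acetylcholine EC80 with DMSO and 100% = DMSO without agonist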
CRFR2-BP ag: CRF-BP/CRF-R2 complex agonism; hit rate 0.46% among 350,000; activation, % at 13.2 µM; HEK293 CRF-R2/CRF-BP, calcium dye fluorescence (FLIPR); percent of saturating CRF peptide response; AID 588473;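 active = activation of at least 50%, plus an integration ratio under a set limit after plate pattern correction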;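 note: plate controls were neutral control wells without compound for no effect and CRF at EC100 for full effect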
TAAR1 antagonist: human TAAR1 antagonism | CHO RD-HGA16 TAAR1, Fluo-8 calcium fluorescence, antagonist | inhibition, % at 3 µM | hit rate 1.5% among 360,000 | AID 624466;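 active = inhibition above a per-plate cutoff, the mean inhibition of test compounds on that plate plus 3 SD, cut at about 49% in these data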;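 note: 0% = DMSO plus EC80 beta-PEA response and 100% = DMSO alone without agonist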
Target sequence (Q96RJ0 whole entry, looked up): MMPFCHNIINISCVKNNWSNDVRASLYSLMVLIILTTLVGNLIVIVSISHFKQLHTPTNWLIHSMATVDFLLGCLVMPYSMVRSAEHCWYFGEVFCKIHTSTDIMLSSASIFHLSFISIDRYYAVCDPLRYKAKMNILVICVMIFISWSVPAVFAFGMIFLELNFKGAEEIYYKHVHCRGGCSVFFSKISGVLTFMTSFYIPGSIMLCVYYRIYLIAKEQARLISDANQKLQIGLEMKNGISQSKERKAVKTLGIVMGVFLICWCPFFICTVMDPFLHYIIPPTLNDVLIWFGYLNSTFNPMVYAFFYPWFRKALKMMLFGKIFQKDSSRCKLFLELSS
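Test system – hTAAR1-expressing CHO RD-HGA16 cells, Gα16-coupled · Also added – β-PEA at EC80 concentration, post-compound challenge · Compound – 3 µM, single point · Incubation – dye loading 75 min at 37 °C, then 30 min room temperature · Measured by – Fluo-8 intracellular calcium dye fluorescence, real-time kinetic reads · Benchmarks – vehicle and agonist controls · Replicates – singlicate, one well per test compound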
TAAR1 ag: human TAAR1 agonism; Q96RJ0; CHO RD-HGA16 TAAR1, Fluo-8 calcium fluorescence; vehicle wells 0%, saturating PEA agonist 100%; activation, % at 3 µM; hit rate 0.99% among 360,000; AID 624467;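 active = activation above the mean activation of all test compounds in the run plus 3 SD, cut at about 38% in these data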
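System: CHO RD-HGA16 cells carrying human TAAR1 plus Gα16; Incubation: 17-24 h seeding, 75 min 37 °C dye, 30 min RT; Measured by: Fluo-8 fluorescence, 5 s baseline then 140 s kinetic read; Control set: DMSO and PEA EC100; Replication: single well for each compound.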
CRFR2-BP antag: antagonists of CRF-binding protein/CRF-R2 receptor complex | hit rate 0.59% among 350,000 | AID 588475 | HEK293 CRF-R2/CRF-BP, CRF-induced calcium fluorescence | inhibition, % at 11.8 µM;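 active = inhibition of the ligand-induced calcium signal above about 50% at the single tested concentration, limit read from the data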
M1 PAM parental: M1 PAM counterscreen hit in parental CHO-K1 cells; activation, % at 3 µM; ATP EC20, Fluo-8 calcium fluorescence; 0% at ATP EC20, 100% at ATP max; hit rate 0.02% among 360,000;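 active = activation above the run cutoff, the mean activation of all test compounds plus 3 SD, cut at about 40% in these data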;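 note: peak over basal fluorescence ratio in a 140 s read after ATP addition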
CHRM4 PAM: potentiates acetylcholine response at human M4 receptor; P08173; CHO-K1 hM4/Gqi5, Fluo-8 calcium fluorescence, ACh EC20; 0% = ACh EC20, 100% = maximal ACh; activation, % at 3 µM; AID 624126; hit rate 0.4% among 360,000;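 active = activation above its plate's cutoff, the mean activation of sample wells plus 3 SD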; note: some results filed as inactive read as strong as hits
* hit, by the source's call; / = not tested or not shown.

SMILES	CHRM5 agonist	M5 PAM	CHRM5 antagonist	CRFR2-BP ag	TAAR1 antagonist	TAAR1 ag	CRFR2-BP antag	M1 PAM parental	CHRM4 PAM
CCC(C)(C)NC(=O)CN(Cc1ccc2c(c1)OCO2)C(=O)CCC(=O)Nc1cc(C)ccn1	0	3	-9	-1.4	-4	3	-4	17	8
CN1c2ccccc2C(=O)/C(=C\Nc2ncccn2)S1(=O)=O	2	-5	4	-0.9	-10	1	-20	-2	-7
Cc1cc(C(=O)N2CCCC(Nc3ccccc3)C2)c2ccc(F)cc2n1 (centres undefined)	-3	-1	-3	-1.1	-8	2	1	3	2
O=C(O)c1cc(S(=O)(=O)N2CCCCC2)ccc1Cl	2	7	5	-3.1	-17	0	6	14	-6
COc1ccccc1NS(=O)(=O)c1cc(NC(=O)C2CCC2)ccc1N1CCCCC1	-3	2	-7	4.8	-15	-1	-2	19	3
CCOc1ccc(N2C(=O)c3cccnc3C2Nc2ccc(C)cc2)cc1 (centres undefined)	-1	-7	9	-1.2	13	10	-31	-10	7
CC(=O)O[C@H]1CSC[C@H]1NC(=O)c1ccccc1	-1	-1	0	-0.3	-1	0	-6	-2	-2
Nc1ccc(C(=O)OCC(=O)NC2CCCc3ccccc32)cc1[N+](=O)[O-] (centres undefined)	-4	-3	9	-1.8	-9	12	-4	10	-1
CCc1nnc(NC(=O)C2CCC(CNc3c(N4CCCCC4)c(=O)c3=O)CC2)s1 (centres undefined)	-1	5	4	-0.6	-5	0	8	12	5
CC1(C(=O)NC2CCCC2)CCC(=O)N1CCOc1ccccc1 (centres undefined)	-1	1	-3	/	-4	0	/	3	0
Cc1ccc(CNC(=O)CN(C)S(=O)(=O)c2ccc(F)cc2)cc1	1	20*	-22	-1.5	-31	2	-1	14	-2
COc1cc(CNc2cccc3[nH]c(C(F)(F)F)nc23)cc(OC)c1	-2	-1	4	-0.5	-10	1	1	1	8

Single records, from the list above. Values in the order: CHRM5 agonist | M5 PAM | CHRM5 antagonist | CRFR2-BP ag | TAAR1 antagonist | TAAR1 ag | CRFR2-BP antag | M1 PAM parental | CHRM4 PAM
COc1ccccc1NS(=O)(=O)c1cc(NC(=O)C2CCC2)ccc1N1CCCCC1 is listed as -3 | 2 | -7 | 4.8 | -15 | -1 | -2 | 19 | 3
CCc1nnc(NC(=O)C2CCC(CNc3c(N4CCCCC4)c(=O)c3=O)CC2)s1 (centres undefined) is listed as -1 | 5 | 4 | -0.6 | -5 | 0 | 8 | 12 | 5

Next part.
SMILES	CHRM5 agonist	M5 PAM	CHRM5 antagonist	CRFR2-BP ag	TAAR1 antagonist	TAAR1 ag	CRFR2-BP antag	M1 PAM parental	CHRM4 PAM
O=C(CCCN1C(=O)S/C(=C/c2ccccc2)C1=S)Nc1ccc(C(=O)O)cc1	2	0	20	4.8	-13	2	-11	8	8
Cc1ccc(-n2nc(C)c(/C=N/NC(=O)c3cccs3)c2Cl)cc1	-2	0	-8	-1.3	30	3	-48	8	4
CC(NC(=S)NCCc1ccccc1)C(c1cccs1)N1CCN(C)CC1 (centres undefined)	-4	-4	-1	-1.5	6	4	-1	12	-2
COc1ccc(-c2ccc3c(c2)[C@@H]2C[C@H]4[C@@H](C(=O)N2CC3)[C@H](C)ON4C)cc1	1	-1	9	-1.1	-18	4	7	14	0
CCC(=O)c1ccc(OCC(=O)OCC(=O)NCc2cccs2)cc1	1	0	7	-0.5	-11	2	22	10	6
CCCSc1ccc2nc(-c3ccccc3)cn2c1	-3	6	-6	-5.6	-2	-1	-18	17	-5
O=C(NCc1ccccc1F)C1CCCN1C(=O)Nc1ccc(F)cc1 (centres undefined)	1	-1	6	0.2	-3	-1	0	3	2
C=CCOC(=O)Cn1cnc2c(sc3nc(C)cc(C)c32)c1=O	-2	5	-2	-3.2	-8	-3	-8	8	-5
Cc1ccccc1-n1nnnc1Sc1nnnn1-c1ccccc1	-6	0	-2	-1.4	4	8	-15	2	4
CCC1=C2CC[C@H]3C(=O)N(C)C(=O)[C@H]3[C@H]2[C@@]2(Cc3ccccc3)C(=NCCOC)OC(=O)N2C1=O	1	-10	21	1.6	-7	1	3	4	4
COc1cc(S(=O)(=O)Nc2cccc3cn[nH]c23)c(OC)cc1C	1	7	-25	-1.8	-11	-1	-11	15	7
O=C(Nc1cccc([N+](=O)[O-])c1)c1cc(S(=O)(=O)N2CCOCC2)cs1	-1	-2	6	-0.6	9	7	16	-1	-7
CCOc1ccc(S(=O)(=O)NCCC(=O)NC2=NCCS2)cc1	-1	-3	-3	-1.0	11	5	-3	17	-2
COc1cc(CNCCCN2CCOCC2)c(Br)cc1OC(C)C	-4	-9	14	-0.3	-16	7	8	20	4
COC(=O)[C@@H]1C[C@H]1[C@@H](NC(=O)c1cc(C)on1)c1ccccc1	-1	-1	19	0.5	10	0	3	15	1
COc1ccc(S(=O)(=O)N2CCCC(N(C)CCc3ccccc3)C2)cc1OC (centres undefined)	-7	4	-3	0.8	-9	11	3	13	-5
COc1ccccc1C1CC(c2ccc(F)cc2)Nc2ncnn21 (centres undefined)	-3	0	3	3.5	9	5	-20	21	-2
CCC1CCCCN1C(=O)c1sc2nc(C)nc(N(CC)CC)c2c1C (centres undefined)	-7	-1	7	-0.5	2	6	3	6	5
C/C(CC(=O)Nc1cc(Cl)ccc1C)=N\NC(N)=O	0	5	0	1.2	-5	-1	-3	3	6
COc1cccc(C=Cc2nccc3ccccc23)c1OC	-6	-1	17	-1.5	7	-2	10	-6	-10
O=C(NCc1ccc2c(c1)CCO2)Nc1cccc(C(F)(F)F)c1	3	-1	5	2.2	-5	2	7	-27	-7
Cc1cccc(C)c1NC(=O)CSCCO	1	-5	2	-0.2	-5	1	3	-5	7
O=S(=O)(c1ccc2c(c1)CCCN2)N1CCCC2CCCCC21 (centres undefined)	-6	-5	6	0.2	-1	-1	-3	6	-4
O=Cc1ccc(-n2cccn2)cc1	0	1	-3	-2.4	65*	323*	6	4	2
CC(C)(C)c1csc(NC(=O)Cn2c(=O)oc3ccccc32)n1	-11	-17	10	1.3	-1	29	0	16	-9
Cc1cc(C(=O)N/N=C/c2ccc([N+](=O)[O-])o2)c(C)o1	6	9	-1	0.0	-10	-1	0	-7	6
CC1CC(C)C(=NNC(N)=O)C(C(O)CC2CCC(=O)NC2=O)C1 (centres undefined)	2	7	6	-2.6	-36	10	11	-2	1
Cc1nn(-c2ccccc2)c(C)c1/C=N/NC(=O)CSc1nnc(SCc2ccccc2Cl)s1	-1	2	3	-4.4	22	2	12	15	0
COc1ccc(N2C(=O)C3ON(C4SC(=S)N(C)C4(C)C)C(c4ccc([N+](=O)[O-])cc4)C3C2=O)cc1 (centres undefined)	-1	-4	-1	-1.0	-12	1	5	-6	1
O=C(C1CCCCC1)N1CCN=C1SCc1cccnc1	1	-3	0	-1.5	-2	4	13	15	-2
COc1ccc(NC(=O)c2cc3c(CO)cnc(C)c3oc2=Nc2cccc(C)c2)c(OC)c1	-4	-5	7	-1.6	1	2	4	-12	-7
Cc1ccc(C(=O)N2CCN(C(=O)N3CCOCC3)CC2)cc1	-5	0	4	0.5	-10	5	-1	10	4
CC1C(=O)N(Cc2cn(CCC3OCCO3)nn2)CCS(=O)(=O)N1Cc1ccc(-c2cccc(N(C)C)c2)cc1 (centres undefined)	0	-1	-2	-0.3	-13	0	2	8	-2
O=S(=O)(c1cccc(F)c1)N1CCN(Cc2cc3c(cc2Br)OCCO3)CC1	6	-1	5	0.0	8	0	0	12	0
O=C(CC1CCCCC1)OCn1nnc2ccccc2c1=O	-2	-3	-2	-0.1	2	10	-8	-5	5
Fc1cc2nccnc2cc1N1CCSCC1	3	-5	0	-0.4	2	13	-1	12	1
COc1ccc(C(=O)N2CCC2(C)C(=O)NC(C)C)cc1 (centres undefined)	3	4	11	/	-27	6	/	38	1
CNC(=S)N1CCN(S(=O)(=O)c2ccc3ccccc3c2)CC1	1	-1	6	0.4	11	3	-1	18	-6
CC(C)Cn1c(N)c(C(=O)COC(=O)c2cc(C(F)(F)F)nc3ccccc23)c(=O)n(C)c1=O	/	/	/	2.0	23	12	-2	/	/
Nc1cnc(CNc2ccccc2Cl)cn1	3	2	10	-0.3	-3	3	7	22	6
CCC1(c2ccccc2)NC(=O)N(CC(=O)Nc2cc(Cl)ccc2N2CCOCC2)C1=O (centres undefined)	12	3	8	25	13	17	-27	-17	10
O=C(COC(=O)c1ccccc1-c1nc2ccccc2s1)NC1CCS(=O)(=O)C1 (centres undefined)	-2	4	-2	1.6	-12	1	6	17	3
CS(=O)(=O)N1Cc2ccccc2CC1C(=O)OCC(=O)NCc1ccccc1 (centres undefined)	3	12	-9	-2.5	0	2	7	-11	7
CN1/C(=C\C(=O)COC(=O)C2COc3ccccc3O2)C(C)(C)c2ccccc21 (centres undefined)	-1	-2	3	0.8	/	/	20	9	-1
CN(c1cc(Cl)c2c(c1)OCO2)c1cc2c(c3c1ccn3C)C1CCC2C1 (centres undefined)	0	-2	3	/	-5	6	/	3	-7
CCOc1cc(C)c(Cl)cc1S(=O)(=O)n1ccnc1	0	1	6	-2.1	11	-2	6	12	5
CSCCC(C(=O)Nc1c(C)cccc1C)N(C)CCc1ccccc1 (centres undefined)	4	4	-7	/	13	0	/	14	-3
Cc1cccc(N=C2NC(=O)/C(=C/c3cn(C)c4ccccc34)S2)c1	0	-3	7	6.2	7	-1	2	0	7
Cc1ccc(S(=O)(=O)N2CCC(C(=O)OCC(=O)N(CCC#N)c3ccc(F)cc3)CC2)cc1C	0	2	-3	-2.1	-14	3	6	16	1
Cc1cc(C)c(C#N)c(SCC(=O)N(C)C2CCCCC2)n1	-4	1	-1	-1.7	-9	1	-9	-3	4
CC(=O)c1ccc(O)c(CC=C(C)C)c1O	-2	-2	-5	-0.5	-2	-2	-12	5	-2
COc1ccc2c3c([nH]c2c1)[C@H]1C[C@H]2[C@H](C[C@@H](O)[C@H](OC)[C@H]2C(=O)O)CN1CC3	1	-18	15	2.5	-20	7	17	31	-16
CN(c1cccc(NC(=O)CN2C(=O)c3ccccc3S2(=O)=O)c1)S(C)(=O)=O	-1	-6	1	-1.8	10	10	13	4	0

Among those listed so far, 3 contain an NH in an aromatic ring:
SMILES	CHRM5 agonist	M5 PAM	CHRM5 antagonist	CRFR2-BP ag	TAAR1 antagonist	TAAR1 ag	CRFR2-BP antag	M1 PAM parental	CHRM4 PAM
COc1cc(CNc2cccc3[nH]c(C(F)(F)F)nc23)cc(OC)c1	-2	-1	4	-0.5	-10	1	1	1	8
COc1cc(S(=O)(=O)Nc2cccc3cn[nH]c23)c(OC)cc1C	1	7	-25	-1.8	-11	-1	-11	15	7
COc1ccc2c3c([nH]c2c1)[C@H]1C[C@H]2[C@H](C[C@@H](O)[C@H](OC)[C@H]2C(=O)O)CN1CC3	1	-18	15	2.5	-20	7	17	31	-16

From PubChem BioAssay
